# PME-1 primary: blocks human protein phosphatase methylesterase 1; Q9Y570; recombinant PME-1, FP-Rh probe fluorescence polarization; inhibition, % at 5.9 µM; 320,000 tested, 0.53% active; AID 2130;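 active means inhibition above the campaign mean of all compounds plus 3 SD, cut at about 26% in these data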;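 further: competitive labeling of PME-1 active site by serine hydrolase directed probe; 0% = PME-1 with DMSO and 100% = wells lacking PME-1 enzyme; inhibitors block probe labeling so polarization falls and inhibition rises; many of its hits are not listed in these tables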
# LYPLA1 inh: blocks human lysophospholipase 1, a PME1 counter-screen; recombinant LYPLA1, FP-Rh probe fluorescence polarization; inhibition, % at 5.9 µM; 320,000 tested, 0.16% active; AID 2174;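 active means inhibition above the mean of all tested compounds plus 3 SD, set per campaign, cut at about 14% in these data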;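 further: inhibitors block serine hydrolase probe labeling of LYPLA1 so polarization falls; 0% = enzyme with DMSO and 100% = wells lacking LYPLA1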
# Target sequence (O75608 whole entry, looked up): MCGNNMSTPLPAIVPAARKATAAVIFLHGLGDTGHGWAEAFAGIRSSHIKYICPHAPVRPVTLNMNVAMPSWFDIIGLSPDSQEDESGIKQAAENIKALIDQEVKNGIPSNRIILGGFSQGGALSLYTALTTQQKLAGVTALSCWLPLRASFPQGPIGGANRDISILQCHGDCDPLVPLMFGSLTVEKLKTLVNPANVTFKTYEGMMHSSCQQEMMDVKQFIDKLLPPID
# PAFAH2 FP inh: PAFAH2 (human) inhibition; inhibition, % at 3.39 µM; 340,000 tested, 0.99% active; recombinant PAFAH2, FP-rhodamine activity probe, fluorescence polarization; Q99487;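 active means inhibition above the mean over all tested compounds plus 3 SD, cut at about 30% in these data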;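 further: inhibitors block probe labeling of enzyme so polarization drops; 0% = enzyme with DMSO and 100% = wells lacking PAFAH2 protein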
# PAFAH1B3 inh: blocks human PAF acetylhydrolase 1B catalytic subunit 3. AID 492972. Q15102. recombinant PAFAH1B3, FP-rhodamine probe, fluorescence polarization. inhibition, % at 3.39 µM. 340,000 tested, 0.28% active;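 active means inhibition above the screen-wide average of all tested compounds plus 3 SD, cut at about 25% in these data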;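 further: 0% = enzyme with DMSO only and 100% = wells lacking PAFAH1B3 protein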
# LYPLA2 inh: counter-screen for PME1 inhibitors: inhibitors of human LYPLA2; recombinant LYPLA2, FP-Rh probe fluorescence polarization; inhibition, % at 5.9 µM; 320,000 tested, 0.38% active;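 active means inhibition above the screen-wide mean plus 3 SD, limit set per campaign, cut at about 26% in these data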;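 further: 0% = LYPLA2 with DMSO and 100% = wells lacking LYPLA2 enzyme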
# GSTO1 counter: GSTO1 inhibition, counter-screen for RBBP9 inhibitors | P78417 | recombinant GSTO1, activity-based probe fluorescence polarization | inhibition, % at 5.96 µM | 300,000 tested, 1.1% active;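 active means inhibition above the campaign mean inhibition plus 3 SD, cut at about 35% in these data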;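 further: 0% = GSTO1-1 with DMSO and 100% = wells lacking GSTO1-1 enzyme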
# pPAFAH FP inh: pPAFAH (human) enzyme inhibition; recombinant pPAFAH, FP-rhodamine probe fluorescence polarization; inhibition, % at 3.39 µM; 330,000 tested, 1.5% active; AID 463082;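 active means inhibition above the mean inhibition across the screen plus 3 SD, cut at about 25% in these data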;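 further: inhibitors block binding of the rhodamine activity-based probe so polarization drops; 0% = enzyme with DMSO and 100% = wells lacking pPAFAH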
# PAD4 FP inh: PAD4 (human) enzyme inhibition. Q9UM07. recombinant PAD4, RCA probe fluorescence polarization. inhibition, % at 6.36 µM. 330,000 tested, 0.41% active. AID 485272;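 active means percent inhibition above a cutoff equal to the mean of all tested compounds plus 3 SD, cut at about 15% in these data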;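 further: 0% = PAD4 with RCA probe and DMSO and 100% = probe without PAD4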
# Target sequence (Q9UM07 whole entry, looked up): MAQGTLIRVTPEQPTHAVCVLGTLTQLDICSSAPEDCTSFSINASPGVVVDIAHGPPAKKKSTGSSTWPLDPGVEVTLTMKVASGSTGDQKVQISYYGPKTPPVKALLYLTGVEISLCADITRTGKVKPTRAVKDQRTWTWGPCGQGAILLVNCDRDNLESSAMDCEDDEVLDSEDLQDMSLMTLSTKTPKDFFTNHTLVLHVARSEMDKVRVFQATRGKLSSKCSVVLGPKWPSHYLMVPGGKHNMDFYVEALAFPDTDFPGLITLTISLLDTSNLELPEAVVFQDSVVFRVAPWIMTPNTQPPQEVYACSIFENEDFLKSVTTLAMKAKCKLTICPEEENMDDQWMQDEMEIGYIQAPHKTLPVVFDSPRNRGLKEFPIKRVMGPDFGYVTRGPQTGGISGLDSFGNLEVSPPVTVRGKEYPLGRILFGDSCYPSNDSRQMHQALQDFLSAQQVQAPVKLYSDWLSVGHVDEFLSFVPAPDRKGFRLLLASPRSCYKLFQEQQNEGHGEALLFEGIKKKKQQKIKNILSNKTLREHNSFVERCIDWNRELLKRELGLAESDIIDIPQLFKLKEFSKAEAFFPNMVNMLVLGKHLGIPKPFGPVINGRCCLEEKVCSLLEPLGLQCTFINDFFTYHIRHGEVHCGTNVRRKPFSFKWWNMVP
# PAFAH1B2 inh: blocks human PAF acetylhydrolase 1b catalytic subunit 2 | P68402 | recombinant PAFAH1B2, FP-rhodamine activity probe, fluorescence polarization | 340,000 tested, 1.2% active | inhibition, % at 3.39 µM;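 active means inhibition above the mean of all tested compounds plus 3 SD, cut at about 24% in these data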;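 further: 0% = enzyme with DMSO and 100% = wells lacking PAFAH1B2; many of its hits are not listed in these tables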
# * marks the source's active call; other numbers are inactive results; / = not tested or not shown. Not all compounds are listed, so the mix of outcomes need not match the whole.
# Results follow in this order: PAFAH1B2 inh	LYPLA1 inh	GSTO1 counter	pPAFAH FP inh	PAFAH1B3 inh	PAD4 FP inh	PAFAH2 FP inh	LYPLA2 inh	PME-1 primary
Cc1cccc(C)c1OCc1cc(C(=O)N2CCC(c3ccncc3)CC2)no1
    -0.9	2.9	-2.4	5.8	6.6	-2.9	6.3	13.2	-1.3
COCCCn1c(=O)c2ccccc2n(Cc2cccc(C)c2)c1=O
    -3.0	5.1	7.0	2.3	4.5	-6.5	-0.8	3.6	5.0
COc1ccc(NC(=O)COC(=O)CCc2ccccc2)c(OC)c1
    -2.3	-2.7	0.7	11.7	4.6	3.0	2.4	-5.8	3.2
O=C(NCc1ccco1)C1CC(=O)N(c2ccc(O)cc2)C1 (configuration not stated)
    -3.3	-1.1	3.9	3.7	-7.2	-1.0	-4.6	-4.8	1.3
COCC(=O)Nc1cc(C(=O)Nc2cccc(C)c2C)ccc1Cl
    1.3	-2.6	4.4	0.1	2.8	-2.6	6.3	3.3	4.1
CC(=O)c1sc2nc(C)c3c(c2c1N)CCCC3
    /	-3.2	-2.2	1.3	/	-0.1	/	-4.6	-2.2
Cc1cc(C)nc(SCCn2c(N3CCCCC3)nc3c2c(=O)n(C)c(=O)n3C)n1
    4.6	-1.3	-1.6	7.7	6.0	-6.3	1.0	-2.8	0.0
Clc1cncc(Cl)c1N/N=C/c1ccccc1
    3.0	-1.5	-6.1	0.1	2.4	-0.1	4.4	1.7	2.0
Cc1cc(C)c(NC(=O)NC(=O)C(Cl)(Cl)Cl)c(C)c1
    3.0	3.7	4.4	4.3	1.8	-4.0	-9.6	-0.3	-1.0
Cc1ccc(Sc2ccc(N)cc2C#N)cc1
    5.3	-0.5	6.2	12.3	3.9	7.1	14.8	7.8	6.7
Cc1cccc(NC(=O)NNS(=O)(=O)c2ccc(F)cc2)c1
    1.3	2.4	3.8	2.5	6.9	-0.9	6.8	11.0	3.4
Cc1ccc(NC(=O)CN2C(=O)NC(C)(c3ccc(Cl)cc3)C2=O)cc1S(=O)(=O)N1CCOCC1 (configuration not stated)
    0.6	-7.8	-0.8	6.5	-7.2	-0.3	-0.8	-7.7	4.1
CCCc1nc(C)c2c(=O)[nH]c(-c3cc(S(=O)(=O)N4CCN(CC)CC4)ccc3OCC)nn12
    -8.3	0.6	-4.5	3.0	5.5	2.5	-1.4	2.5	1.6
COc1cccc(OC)c1C(=O)N1CCN(Cc2ccncc2)CC1
    3.8	3.0	-3.9	1.8	11.9	3.1	-3.5	0.6	4.7
O=C(Cn1cc([N+](=O)[O-])cn1)Nc1ccc(Cn2cc(Br)cn2)cc1
    5.1	3.6	0.7	-0.7	10.4	3.5	-5.7	56.0*	-7.1
O=C1NNC(=O)C2C3C=CC(C4CC34)C12 (configuration not stated)
    4.4	-0.8	-7.0	7.0	5.8	0.0	2.3	2.4	4.5
Cc1ccccc1C1CC(c2cccs2)Nc2nnnn21 (configuration not stated)
    1.8	4.4	6.8	8.3	-0.9	2.1	2.2	4.4	3.1
COC(=O)CSc1nc2nc(-c3cccs3)cc(C(F)(F)F)c2c(=O)[nH]1
    2.9	-2.7	-7.7	-1.9	6.0	0.6	-0.4	5.4	8.1
Cc1c2c(nc3ccccc13)CCC(C)C2 (configuration not stated)
    5.3	-0.8	4.1	-3.4	8.0	-3.9	-4.6	-3.3	-3.0
CCOc1cc(C2CC(=O)NC3=C2C(=O)C(C(=O)OC)C(C)C3)cc(Cl)c1O (configuration not stated)
    -0.4	1.3	13.5	11.0	-4.1	-4.6	-0.9	-4.2	-2.4
COCCn1c(SCC(=O)N2CCOCC2)nc2ccccc2c1=O
    4.5	1.5	2.5	1.3	2.1	-1.6	-4.8	-1.3	5.6
CCCCC(=O)Nc1nn(CC)c2nc3c(C)cccc3cc12
    3.6	-1.1	0.2	1.3	5.7	2.1	-1.9	-11.6	-3.3
C/C(=N\NC(=O)c1nn(C)c(C)c1Br)c1ccc(NC(=O)c2ccccc2F)cc1
    -2.4	-3.0	1.7	-4.6	0.0	5.1	-0.2	1.7	3.0
COc1ccc(/C=C2/C(=O)N(CC3CCCO3)C(=S)N2C)c(OC)c1 (configuration not stated)
    -3.0	0.4	0.1	4.9	-4.6	2.2	1.1	-4.0	3.0
COc1cc(CC(=O)Nc2cccc(S(=O)(=O)N(C)c3ccccc3)c2)cc(OC)c1OC
    1.7	/	/	8.2	4.3	1.3	-0.8	/	/
O=S(=O)(c1ccc(Cl)s1)N1CCNCC1
    3.7	/	/	1.9	1.4	3.2	4.6	/	/
COc1ccc(-c2csc3ncnc(N4CCN(S(=O)(=O)c5cccc(F)c5)CC4)c23)cc1
    5.0	-3.1	-26.4	3.1	0.1	1.4	3.9	-1.8	-7.0
C=CCC[C@@H](Cc1ccc(F)cc1)C(=O)OCCNC(=O)[C@@H](CC=C)CC(=O)N[C@H](CO)Cc1ccccc1
    5.0	/	/	0.7	1.7	-5.1	0.4	/	/
C[C@@H]1O[C@@H](O[C@@H]2C(=O)c3c(O)cc(O)cc3O[C@H]2c2ccc(O)c(O)c2)[C@H](O)[C@H](O)[C@H]1O
    3.7	-0.8	/	1.2	25.4	-2.2	11.2	6.1	-9.2
CC(=O)Nc1c(C(=O)N2CCOCC2)sc2nc3c(cc12)COC(C)(C)C3
    -4.9	1.5	-1.4	-0.4	3.2	-1.0	-3.3	4.0	0.5
CCc1ccccc1NC(=O)CSc1n[nH]c(C)c1[N+](=O)[O-]
    5.4	-1.6	-0.7	-5.6	10.4	-3.9	-12.1	5.0	-2.8
Clc1ccc(-c2csc(Nc3cccnc3)n2)cc1
    3.1	1.3	-3.6	1.3	1.7	0.8	4.1	0.0	4.1
CSCc1c(C(=O)Nc2ccccc2N2CCOCC2)oc2ccccc12
    1.4	-3.5	/	1.3	1.6	0.7	-2.1	-2.2	-6.4
CC(=O)c1cccc(NC(=O)C(OC(=O)c2ccccc2NS(=O)(=O)c2cccs2)c2ccccc2)c1 (configuration not stated)
    -24.1	-46.1	-23.4	-18.1	-54.2	-4.6	-56.2	-60.9	-40.7
CCc1c(-c2ccccc2)[n+](=O)c2c(n1[O-])CCC2
    7.1	1.6	1.6	0.5	4.0	-8.1	11.3	3.9	-1.5
O=[N+]([O-])c1ccc(Cl)cc1Sc1nc2ccccc2o1
    1.6	1.1	5.2	14.6	9.8	3.8	13.6	-3.7	8.3
CCCNC(=O)CNC(=S)N(Cc1cc(OC)c(OC)c(OC)c1)C1CCCC1
    -2.6	-1.9	-4.3	11.1	-1.8	-3.4	1.0	2.7	1.9
O=C1CC(c2ccccc2)=Nc2ccccc2N1Cc1ccccc1
    0.1	-2.0	9.4	-1.3	-2.3	5.6	-5.8	-4.7	3.0
Cc1cc(C)n(C2CCCCC2OC(=O)CCc2ccccc2)n1 (configuration not stated)
    -2.5	0.9	2.5	-2.3	10.8	-0.6	-0.8	5.7	-1.1
CCCn1nnnc1NC(=O)COc1ccc(Cl)cc1C
    4.7	2.9	11.7	2.8	0.5	-1.9	3.2	2.7	-3.8
CC(C)C[C@H](CO)Nc1nc(Nc2cccc(Cl)c2)c2ncn(C(C)C)c2n1
    10.4	-2.2	-2.8	2.4	12.8	-0.9	0.9	-4.8	11.5
O=C(NNC(=O)c1ccccc1O)c1ccc(S(=O)(=O)Nc2ccccc2F)cc1
    4.9	-2.0	14.6	1.2	16.9	1.2	-3.6	-4.3	14.1
CC(C)(C)Sc1ccc2nc3c(n2c1)CCCC3
    4.8	1.7	1.4	6.5	0.5	1.0	-0.4	4.3	0.2
CSc1ccc(NC(=O)N2CC(C)OC(C)C2)cc1 (configuration not stated)
    0.8	-6.4	0.0	8.8	-0.1	0.8	-2.9	-2.3	4.2
CCOC(=O)C1CCN(S(=O)(=O)c2ccc(CN3C(=O)c4cccnc4C3=O)cc2)CC1
    7.1	1.5	-1.0	-3.0	-3.3	-9.0	-4.4	-3.3	-2.5
CCCn1cc(CN2CCC(Cc3ccccc3)(C(=O)OCC)CC2)c(C)n1
    -0.6	2.3	5.0	-1.7	3.9	-1.8	-3.7	3.1	1.5
CCCCOc1ccc(-c2c(C#N)c(N)nc(SCC(N)=O)c2C#N)cc1
    -1.2	-13.2	-26.2	5.7	0.1	-3.3	-11.1	-11.3	-7.6
Cc1ccc(-n2ncc3c2CCCC3NC(=O)CCc2c(C)noc2C)cc1C (configuration not stated)
    -2.5	2.5	4.1	23.0	-7.3	-7.0	2.1	7.0	0.4
CCC(=O)c1cn(CC(=O)NCC2CCCO2)c2ccccc12 (configuration not stated)
    1.8	2.6	-2.9	4.5	-0.4	4.0	-2.9	4.2	1.8
COc1ccc(N2C(=O)CC(N3CCN(c4ccccc4OC)CC3)C2=O)cc1 (configuration not stated)
    -0.4	1.2	-1.1	5.7	1.7	-3.5	-2.9	-1.3	-0.2

# (listing goes on)
# Results follow in this order: PAFAH1B2 inh	LYPLA1 inh	GSTO1 counter	pPAFAH FP inh	PAFAH1B3 inh	PAD4 FP inh	PAFAH2 FP inh	LYPLA2 inh	PME-1 primary
Cc1ccc(S(=O)(=O)Cc2ccc([N+](=O)[O-])cc2)cc1
    4.1	0.8	3.7	-2.1	18.4	-2.6	-1.0	-4.5	3.0
O=C(Nc1ccccc1)N1CCN(c2nc3ccccc3s2)CC1
    3.7	-0.1	-4.3	2.4	4.9	-0.1	-5.5	1.1	-5.0
CCSc1ncc(Cl)c(C(=O)Nc2ccccc2OC)n1
    3.8	0.7	5.4	1.1	0.0	-1.5	3.8	3.7	2.8
CCn1c(SCC(N)=O)nnc1-c1ccco1
    -1.1	-0.9	4.8	4.3	4.7	1.1	1.1	-3.7	0.9
CC(C)(C)c1cc(-c2nc(N)nc(N)n2)c(O)c(C(C)(C)C)c1
    3.9	2.3	7.2	-2.6	10.3	0.9	-8.2	0.5	8.3
O=C(O)C1CCCN1S(=O)(=O)c1ccc2[nH]c(=O)c(=O)[nH]c2c1 (configuration not stated)
    -1.0	-0.7	4.8	1.9	-2.6	-5.0	2.9	5.5	-3.1
O=S(=O)(NCc1ccc2c(c1)OCO2)c1ccc(Cl)s1
    16.8	-1.9	-0.7	8.9	2.1	-6.1	1.9	4.4	9.2
CC(C)NCCCCOc1ccccc1-c1ccccc1
    /	-0.8	10.9	6.2	/	-3.7	/	1.3	-1.9
Oc1c(N=NC(=S)Nc2ccccc2F)c2ccccc2n1Cc1ccccc1
    8.3	-6.7	-38.0	-3.8	8.1	0.5	-1.1	-4.2	4.8
CCOc1ncccc1C(=O)NCC(c1ccccc1)N(C)C (configuration not stated)
    2.5	0.5	1.0	-3.2	6.7	0.2	-3.5	-1.3	6.9
[O-][n+]1c2c(nn1-c1ccccc1Cl)-c1nonc1CC2
    1.2	-2.2	7.1	-2.4	4.6	-3.0	2.7	1.4	-4.9
COc1cc(CNCc2cccs2)ccc1OCC(=O)NC(C)(C)C
    1.0	-0.8	4.0	-3.3	-0.2	-1.6	-4.6	-1.4	-1.3
O=C(COC(=O)c1ccccn1)Nc1ncc(C(F)(F)F)cc1Cl
    1.2	4.6	3.7	5.9	2.9	-3.8	-12.1	6.7	3.0
CC(C)(CC(=O)O)CC(=O)N1CCN(c2nc3cc(Cl)ccc3s2)CC1
    4.3	-3.5	-1.1	4.6	1.7	1.4	3.0	-6.5	-4.6

# High-throughput results: PubChem, The Scripps Research Institute Molecular Screening Center
